# From PubChem BioAssay
# Ecoli viability: counter-screen for AddAB inhibitors: E. coli growth inhibition; E. coli V3065 growth, OD600 absorbance, 18 h; inhibition, % at 11.9 µM; 0.27% of 330,000 active; AID 449728;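 active = inhibition above the campaign's mean inhibition across all tested compounds plus 3 SD, cut at about 9.9% in these data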;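 note: uninfected addAB+ strain grown without phage in ampicillin broth; 0% = DMSO wells and 100% = ciprofloxacin 0.95 µg/ml wells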
# SUMO Mot1 rescue: inhibitors of SUMOylation pathway: yeast Mot1-301 growth rescue | S. cerevisiae Mot1-301 growth rescue, ATP luminescence, 38.5C; percent above DMSO median, 100 means doubled | growth rescue, % at 18.8 µM | 1% of 320,000 active | AID 2716;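 active = every valid replicate shows activation above 250% relative to neutral control wells; inactive = the rest, any valid replicate at or below 250%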;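 note: OY570 slx delta 5 strain wells were the positive control but not used for scaling; some compounds called inactive have numbers as strong as hits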
# HTR5A ag ctr: activates human HTR5A in OPRM1-OPRD1 agonist counter-screen. activation, % at 9.3 µM. HTR5A agonist assay, luminescence, cell-based. P47898. 0.61% of 340,000 active; in the data active = activation mostly above about 9.5%, no sharp cut-off; inactive = mostly below about 7.6%;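 note: 0% = cells with vehicle only and 100% = reference agonist; strong numbers were not always called active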
# Target sequence (P47898 whole entry, looked up): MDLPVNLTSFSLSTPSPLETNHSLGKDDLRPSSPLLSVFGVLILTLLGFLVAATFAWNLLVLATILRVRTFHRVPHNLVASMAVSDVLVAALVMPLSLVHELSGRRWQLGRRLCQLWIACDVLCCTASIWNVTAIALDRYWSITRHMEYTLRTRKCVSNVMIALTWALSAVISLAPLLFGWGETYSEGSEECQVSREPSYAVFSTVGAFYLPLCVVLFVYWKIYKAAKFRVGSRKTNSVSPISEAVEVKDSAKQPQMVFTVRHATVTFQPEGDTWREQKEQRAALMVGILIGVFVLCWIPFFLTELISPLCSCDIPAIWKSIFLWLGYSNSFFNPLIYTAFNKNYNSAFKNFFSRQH
# HTR5A inv ag: counter-screen for OPRM1-OPRD1 inverse agonists: human HTR5A inverse agonism; P47898; HTR5A cell line, luminescence; inhibition, % at 9.3 µM; 0.083% of 340,000 active; in the data active = inhibition mostly above about 23%, no sharp cut-off; inactive = mostly below about 18%;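 note: 0% = cells with DMSO and 100% = no-cell wells with DMSO; some compounds called inactive have numbers as strong as hits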
# AddAB inh: less growth of phage-infected E. coli with AddAB. 0.29% of 330,000 active. inhibition, % at 11.9 µM. E. coli expressing H. pylori AddAB, absorbance growth; in the data active = inhibition above about 12%;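 note: 0% = vehicle wells of infected cells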
# phage Ecoli inh: E. coli growth loss with phage present. growth absorbance. inhibition, % at 11.9 µM. 0.26% of 360,000 active. AID 651602; in the data active = inhibition above about 11%
# Tat transport: inhibitors of E. coli Tat protein transport; E. coli MC4100 TorA-mCherry Tat export, fluorescence; 0.036% of 340,000 active; inhibition, % at 10 µM; AID 488895;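 active = mean replicate inhibition at least 50% and at least half of replicates individually reaching 50%; inconclusive = only one of the two criteria met; inactive = neither criterion met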;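 note: exported cargo escapes ClpAP degradation while cytoplasmic cargo is degraded and loses fluorescence; 0% = median of neutral control wells and 100% = median of NaSCN control wells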
# PKA-R2B activ: activators of human PKA-R2B complex. PKA-R2B holoenzyme dissociation, Cy5-IP20 fluorescence polarization; R2B truncated from residue 108, S112A mutant; 0% DMSO only, 100% 113 µM cGMP. activation, % at 11.4 µM. 0.079% of 340,000 active;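 active = activation above a cutoff set at the mean over all compounds plus 3 SD, cut at about 18% in these data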;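 note: higher means more holoenzyme dissociation and a rise in polarization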
# CDK5 p35 inh: CDK5/p35 (human) kinase inhibition; Q00535+Q15078; inhibition, % at 10 µM; Recombinant CDK5/p35, ADP-Glo luminescence, 60 min; AID 488839; 0.01% of 330,000 active;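 active = highest replicate inhibition of at least 50% and at least 75% of replicates reaching 50%; inconclusive = only one of the two criteria met; inactive = both criteria failed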;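 note: plate controls were DMSO neutral control for no effect and GW8510 at 10 µM for full effect; many of its hits are not listed in these tables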
# DAGLB inhibitor: diacylglycerol lipase beta (human) inhibition | HEK293T DAGLB membrane lysate, EnzChek fluorogenic substrate | inhibition, % at 5.17 µM | 0.059% of 340,000 active; in the data active = inhibition above about 34%;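 note: 0% = enzyme with vehicle and 100% = wells lacking enzyme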
# Target sequence (Q8NCG7 whole entry, looked up): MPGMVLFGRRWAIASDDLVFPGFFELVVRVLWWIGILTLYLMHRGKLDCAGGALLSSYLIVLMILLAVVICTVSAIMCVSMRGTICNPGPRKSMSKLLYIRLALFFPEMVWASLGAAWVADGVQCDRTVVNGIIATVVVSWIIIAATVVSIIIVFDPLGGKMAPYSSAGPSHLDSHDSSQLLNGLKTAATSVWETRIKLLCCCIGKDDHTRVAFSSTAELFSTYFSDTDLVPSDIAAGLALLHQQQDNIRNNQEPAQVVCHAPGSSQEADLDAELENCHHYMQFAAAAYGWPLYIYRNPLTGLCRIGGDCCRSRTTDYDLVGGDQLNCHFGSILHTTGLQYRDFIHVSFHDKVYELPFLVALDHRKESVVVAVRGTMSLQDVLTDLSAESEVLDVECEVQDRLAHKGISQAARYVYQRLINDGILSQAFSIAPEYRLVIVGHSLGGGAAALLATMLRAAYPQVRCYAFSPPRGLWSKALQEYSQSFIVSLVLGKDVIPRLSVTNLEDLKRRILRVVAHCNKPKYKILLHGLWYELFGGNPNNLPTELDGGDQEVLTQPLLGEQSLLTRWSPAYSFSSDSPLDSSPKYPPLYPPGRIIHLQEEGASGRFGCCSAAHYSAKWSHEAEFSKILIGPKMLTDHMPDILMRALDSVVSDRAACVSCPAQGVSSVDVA
# PKA-R1A act: activators of PKA-R1A complex | P00514+P68181 | PKA-R1A dissociation, Cy5-IP20 fluorescence polarization; scaled: DMSO 0%, 113 µM cGMP 100% | activation, % at 11.4 µM | 0.083% of 340,000 active;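 active = percent activation above the mean of all tested compounds plus 3 SD, cut at about 19% in these data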;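 note: higher means more PKAc released from R1A so a rise in polarization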
# Numbers without * were called inactive; i = inactive; u = inconclusive; x = not tested or not shown.
No.	SMILES	Ecoli viability	SUMO Mot1 rescue	HTR5A ag ctr	HTR5A inv ag	AddAB inh	phage Ecoli inh	Tat transport	PKA-R2B activ	CDK5 p35 inh	DAGLB inhibitor	PKA-R1A act
1	O=C(NCCc1ccccn1)c1cccc(S(=O)(=O)N2CCc3ccccc32)c1	0.0	10	4	-11	-0.6	1.1	-1	-5	-0.3	0	-8
2	Cc1cccnc1NC(=O)Cn1nc(C)c([N+](=O)[O-])c1C	0.6	1	-7	5	2.6	2.0	9	-3	-0.5	1	7
3	COc1ccccc1-n1c(-c2ccco2)n[nH]c1=S	-5.9	-9	0	-1	-1.8	3.1	-2	-5	0.7	-2	-13
4	O=C(NC(=S)Nc1ccc(Br)cc1)C1CCCCC1	3.2	1	1	9	2.7	-1.2	-5	9	1.9	-1	-11
5	N#Cc1cc2c(nc1SCc1ccncc1)CCC2	0.1	40	2	4	0.1	1.1	-3	-1	2.1	2	-1
6	COc1ccc(C)cc1-n1nnnc1SC(C)C(=O)NC1CCCC1 (stereo not given)	1.5	-14	-2	7	1.2	7.5	-8	5	-0.2	-1	1
7	CCc1ccccc1N1C(=O)c2cccc3c(N4CCOCC4)c([N+](=O)[O-])cc(c23)C1=O	0.7	-6	1	12	1.9	1.0	6	1	-4.9	6	-13
8	COc1cc(C2C3C(=O)N(Cc4ccccc4)C(=O)C3ON2c2ccccc2)cc(OC)c1O (stereo not given)	-2.1	6	4	-2	-0.4	1.4	4	11	-0.1	0	-4
9	Cc1ccc(Nc2nnc(SCC(=O)Nc3ccc(S(=O)(=O)N4CCOCC4)cc3)s2)cc1	1.0	-9	3	-8	1.5	1.9	20	3	0.1	2	-4
10	O=S(=O)(/N=S1/CC=CCN1S(=O)(=O)c1ccccc1)c1ccccc1 (stereo not given)	0.8	-2	4	-16	0.6	x	-9	-8	2.8	-3	-9
11	Nc1nc2n(n1)C(c1ccco1)CC(c1ccc(F)cc1)N2 (stereo not given)	0.2	-26	-1	2	2.7	2.4	0	-4	-0.8	2	-7
12	CC(C)N(C(=O)[C@H]1C[C@H](CC(=O)NCc2cccc(C(F)(F)F)c2)C(=O)N2CCc3c([nH]c4cc(-c5ccco5)ccc34)[C@]12C)C(C)C	-2.0	x	2	-6	-3.0	2.7	8	-9	0.6	1	-10
13	CCOc1ccc(-n2c(SCC(=O)O)nc3sc4c(c3c2=O)CCCC4)cc1	0.6	-8	2	-6	2.1	0.0	u	-5	2.4	1	-6
14	Cc1ccc(/C=N\NC(=O)Cn2nnc3ccccc32)o1	-0.6	3	-1	-3	1.8	2.2	-2	-14	-0.1	0	-1
15	CCc1cc(=O)oc2c(CN3CCN(C)CC3)c(O)c(Cl)cc12	-3.9	-7	10	-23	1.8	0.7	0	1	0.4	3	4
16	O=C(Nc1cccc(OCC(=O)N2CCOCC2)c1)C1CCCCC1	-1.2	5	1	-33	1.3	1.2	3	4	0.1	2	6
17	CCc1ccc(S(=O)(=O)NCc2csc(C)n2)s1	0.2	-11	3	12	0.3	-0.9	3	0	1.2	0	0
18	CCc1cc2cc(C(=O)N3CCN(c4ccccc4)CC3)sc2s1	1.7	-13	7	-20	3.0	1.0	-8	-18	-0.5	-7	-4
19	CSc1nc(-c2ccccc2)nc(NC(=O)C(C)C)c1C(C)=O	1.4	13	-1	4	3.1	2.7	5	11	-0.5	-4	8
20	Cc1cc(C(=O)CSc2nnc(-c3ccc(Cl)cc3)n2C)c(C)n1CC1CCCO1 (stereo not given)	0.8	-10	-2	-10	1.0	2.4	-7	-5	-3.5	3	-10
21	COCCN(CC(=O)Nc1ccccc1C(F)(F)F)C(=O)/C=C/c1cc(Cl)c2c(c1)OCCO2	x	x	-9	22	x	2.3	3	-11	-2.5	-8	-12
22	COC(=O)c1ccc(/C=N/NC(=O)C(=O)NCc2ccccc2)cc1	1.8	107	-1	3	0.8	2.8	2	-7	0.6	0	-1
23	CCCCn1c(N)c(N(CC(C)C)C(=O)c2cc(Cl)nc3ccccc23)c(=O)[nH]c1=O	0.2	-7	4	0	-0.8	0.8	5	-2	-0.1	9	-4
24	CN(C)CCN(C(=O)c1ccc(C(=O)c2ccccc2)cc1)c1nc2cc3c(cc2s1)OCO3	-0.2	1	-3	-5	2.5	2.3	2	11	-0.1	-1	-6
25	CCCCCC(=O)N/N=C/c1ccccc1[N+](=O)[O-]	-0.2	15	-1	3	-2.1	4.1	5	2	0.4	-1	-2
26	CSc1cccc(NC(=S)N2CCCN(Cc3ccccc3F)C2)c1	4.6	496*	3	-11	0.7	2.6	0	-7	0.4	0	5
27	CNc1cc(Cl)nc(SC)n1	4.3	-6	-1	-13	0.9	1.8	-1	0	-2.0	0	-6
28	CCOc1ccc(CCNC(=O)c2ccc(C)c(S(=O)(=O)N3CCOCC3)c2)cc1OCC	x	x	-1	-16	x	3.2	2	-4	1.1	-4	-6
29	CS(=O)(=O)N1CCN(c2ccc(C(=O)NC34CC5CC(CC(C5)C3)C4)cc2[N+](=O)[O-])CC1	-0.3	-1	-2	8	3.6	0.8	-5	3	1.3	2	-14
30	CCOC(=O)c1c(C)c(C(=O)NCCOC)c(C)n1CC	-1.4	-2	2	-28	-2.7	2.7	1	0	0.0	-4	1
31	CCOCC(=O)N1CCCC(C(=O)OCC)C1 (stereo not given)	1.0	-3	-2	1	2.9	3.6	-9	0	0.6	-2	-7
32	CC(=O)Nc1ccc(NC(=O)CC2CCCC2)cc1	-0.8	-5	-2	5	3.6	3.8	-13	7	2.0	0	-13
33	O=C(CSc1nncn1-c1ccccn1)Nc1ccccc1Cl	-0.9	228	-1	4	2.3	0.5	-4	4	-1.1	-1	-8
34	CCCc1cc(=O)[nH]c(SCC(=O)NC(=O)NC2CCCC2)n1	-2.3	-4	3	-12	1.0	1.3	-6	-4	0.1	2	-12
35	CC1(NC(=S)NCCCCCCNC(=S)NC2(C)CCS(=O)(=O)C2)CCS(=O)(=O)C1 (stereo not given)	2.9	441	-3	-24	-0.3	3.0	0	-1	0.8	-3	2
36	Cc1ccc(OCC(=O)Nc2ccc(-c3nc4ncccc4o3)cc2)c(C)c1	0.9	12	6	8	2.4	0.5	1	-2	0.3	-5	-8
37	Cc1cc(=O)c2cc(NC(=O)c3ccccc3Cl)ccc2[nH]1	-1.4	207	4	-8	1.8	1.8	9	-7	-0.1	0	-3
38	Cc1ccc(-c2cc3c(N=O)c4ccccc4c-3n[nH]2)cc1	-3.5	-25	4	-8	0.6	3.3	-7	0	1.5	-1	-8
39	O=c1c2ccccc2n(Cc2ccccc2F)c(=O)n1Cc1ccccc1F	1.2	9	0	-1	3.1	2.4	-4	-6	0.1	10	9
40	COc1cc2nc(C(C)(C)C)oc(=O)c2cc1OC	-1.2	7	6	-5	3.1	3.1	-4	-1	-1.0	2	-7
41	CN(C)c1ccc(/C=C2\Oc3ccc(C#Cc4cccc(N)c4)cc3C2=O)cc1	-1.8	12	6	-17	-0.4	x	-18	4	0.2	-71	-7
42	Cc1ccc2cc(-c3noc(C(C)(C)C)n3)c(=O)[nH]c2c1	0.2	0	-2	5	0.6	3.1	-8	3	0.8	2	-14
43	Cc1ccc(CN2CC(C(=O)N(CC(C)C)c3c(N)n(Cc4ccccc4)c(=O)[nH]c3=O)CC2=O)cc1 (stereo not given)	x	x	-1	15	x	1.6	-3	-6	-0.6	-1	-8
44	CCCC(=O)Nc1nc(-c2ccccc2)c(CC)s1	-1.3	36	5	3	-1.2	4.0	-5	-18	-0.8	-2	-9
45	O=C(O)C1C2CCC(O2)C1C(=O)Nc1ccccc1Br (stereo not given)	0.6	412	4	-13	2.4	0.2	-1	10	0.8	0	-3
46	CCO[C@H]1OC(C(=O)N2CCN(Cc3ccc4c(c3)OCO4)CC2)=C[C@@H](c2cn(C(C)=O)c3ccccc23)[C@@H]1CCCO	0.1	2	4	-4	2.1	3.7	16	-13	-0.6	-1	-10
47	CCOc1cc(C#N)c(NC(=O)Cn2nnc3ccccc32)cc1OCC	3.6	5	1	-4	-0.2	1.1	-4	-2	0.5	1	2
48	CCOC(=O)N1CCN(C(=O)CSc2nnc(-c3cccc(OC)c3)o2)CC1	1.5	-1	1	-18	1.9	-1.1	10	-3	-0.1	0	4
49	NC(=O)COc1cc2oc(=O)c3c(c2cc1Cl)CCCC3	-1.6	-19	0	1	0.2	1.2	-13	1	-0.6	-3	4
50	CSCCCN1CCCC(CO)(Cc2ccc(F)cc2)C1 (stereo not given)	0.9	125	3	-13	1.4	1.3	1	0	0.5	0	-3
51	CC1CCCCC1NC(=O)C1CC(=O)N(Cc2ccccc2)C1 (stereo not given)	1.8	-17	-3	-10	2.8	0.9	-4	2	0.8	-1	-2
52	COc1cc(/C=C2/SC(=S)N(C)C2=O)ccc1OC(=O)c1ccco1	1.2	-11	-2	20	2.8	3.7	-8	0	1.5	-1	12
53	Cc1ccc(-c2nc(CSCC(=O)NC3CCN(Cc4ccccc4)CC3)c(C)o2)cc1	-2.2	2	8	-34	0.5	2.2	-9	1	-0.9	3	-8
54	O=C(CCC(=O)N1CCOc2ccc(Cl)cc21)NCCCN1CCOCC1	-1.5	-7	-2	12	-1.6	1.4	7	5	1.3	1	-8
55	CC(=O)C1=C(O)C(=O)N(c2ccc(Br)cc2)C1c1ccc(Cl)cc1 (stereo not given)	-1.5	14	1	-5	1.2	1.8	-3	1	0.4	20	-1
56	CC(C)(C)NC(=O)NC(=O)CSc1cccc(C(F)(F)F)c1	-0.2	x	11	-23	-0.2	3.9	5	-6	-2.5	-1	-11
57	Cc1csc(SCc2nnc(-c3ccccc3Br)o2)n1	-2.0	4	1	-2	1.0	1.1	7	-8	1.1	-4	2
58	O=C(CN1CCNCC1)Nc1ccccc1Cl	-2.1	-23	-2	-9	1.7	3.5	2	-11	1.0	-1	-8
59	Oc1nc(Nc2ccc(Cl)cc2Cl)sc1/C=C1\C=Nc2ccccc21	-1.1	-12	0	0	1.1	2.7	1	-2	1.2	3	-4
60	CCCN(CCC)S(=O)(=O)c1ccc(C(=O)Nc2ccc(OCC(=O)N3CCOCC3)cc2)cc1	-0.2	0	2	-5	2.2	2.3	-2	-6	-1.5	0	0

# Following part:
No.	SMILES	Ecoli viability	SUMO Mot1 rescue	HTR5A ag ctr	HTR5A inv ag	AddAB inh	phage Ecoli inh	Tat transport	PKA-R2B activ	CDK5 p35 inh	DAGLB inhibitor	PKA-R1A act
61	CC(=O)c1sc(Nc2ccc(C)cc2)nc1C	1.5	i	-3	9	2.1	3.0	1	-2	-1.6	-1	0
62	COc1ccc(-c2ccc(C(=S)N3CCN(C(C)=O)CC3)o2)cc1	0.5	-20	-2	8	-0.4	1.6	0	-10	1.1	-2	-6
63	Cc1cccc(CN2CCCC(C(=O)Nc3ccc(-c4cscn4)cc3)C2)c1 (stereo not given)	x	148	-1	-2	x	2.9	-6	3	-0.5	-2	4
64	COc1ccccc1NC(=O)CSc1nnc(-c2ccoc2C)n1CCc1ccccc1	-1.0	1	4	-16	0.2	3.2	-1	-5	-0.6	-4	-10
